# Assay outcomes (PubChem BioAssay)
# IDE exosite FP – insulin-degrading enzyme (human) exo-site inhibition; P14735; purified IDE, FL-6b probe fluorescence polarization; stronger effect = lower value; z-score at 20 µM; 17,000 compounds, 6.3% hits;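 active means z-score of -3 or lower, meaning strong loss of probe binding signal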;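 further: His-tagged human IDE residues 42-1019 made in E. coli with 30 nM FL-6b probe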
# Target sequence (P14735 42-1019 limits assumed): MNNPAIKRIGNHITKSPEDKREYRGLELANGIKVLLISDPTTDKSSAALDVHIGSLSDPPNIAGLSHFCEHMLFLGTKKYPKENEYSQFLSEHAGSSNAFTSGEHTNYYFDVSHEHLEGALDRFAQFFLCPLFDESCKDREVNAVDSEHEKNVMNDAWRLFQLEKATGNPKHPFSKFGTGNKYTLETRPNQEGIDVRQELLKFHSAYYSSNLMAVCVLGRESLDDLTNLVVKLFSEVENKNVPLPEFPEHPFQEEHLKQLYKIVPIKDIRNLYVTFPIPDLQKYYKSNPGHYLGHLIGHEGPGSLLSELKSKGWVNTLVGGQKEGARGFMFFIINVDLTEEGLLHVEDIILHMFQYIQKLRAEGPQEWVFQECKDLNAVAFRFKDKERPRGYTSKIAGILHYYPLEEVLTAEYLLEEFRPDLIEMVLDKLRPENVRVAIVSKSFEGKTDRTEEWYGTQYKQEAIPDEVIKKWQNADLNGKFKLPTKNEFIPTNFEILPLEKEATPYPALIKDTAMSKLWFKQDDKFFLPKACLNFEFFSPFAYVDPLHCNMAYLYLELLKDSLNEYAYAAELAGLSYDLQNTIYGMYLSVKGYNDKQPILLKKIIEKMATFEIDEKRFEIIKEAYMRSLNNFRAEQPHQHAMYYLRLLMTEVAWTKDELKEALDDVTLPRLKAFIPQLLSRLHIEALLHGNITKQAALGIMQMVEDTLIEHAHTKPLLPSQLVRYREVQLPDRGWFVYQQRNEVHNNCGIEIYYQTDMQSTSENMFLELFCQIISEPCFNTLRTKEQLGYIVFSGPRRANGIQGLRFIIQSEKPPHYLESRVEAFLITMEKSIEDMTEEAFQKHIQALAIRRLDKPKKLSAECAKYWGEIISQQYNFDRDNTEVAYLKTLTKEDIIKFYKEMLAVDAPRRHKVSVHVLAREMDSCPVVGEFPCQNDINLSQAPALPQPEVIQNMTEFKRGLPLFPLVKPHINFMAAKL
# Numbers without * were called inactive; & = joins results of further samples. The list is partial; count on the stated rates, not on these rows.
SMILES,IDE exosite FP
CS(=O)(=O)N1CC(=O)N2[C@@H](CO)[C@H](c3ccc(C#CCC4CCCC4)cc3)[C@@H]2C1,0.99
O=S(=O)(c1ccccc1)N1CCCCN2[C@H](C1)[C@@H](c1ccc(C#CC3CCCC3)cc1)[C@@H]2CO,0.44
O=C(c1cccc(F)c1)N1CCCCN2[C@@H](CO)[C@@H](c3ccc(-c4ccncc4)cc3)[C@@H]2C1,1
C[C@@H]1CCCCO[C@@H](CN(C)S(C)(=O)=O)[C@H](C)CN([C@@H](C)CO)C(=O)c2cc(NC(=O)NC3CCCCC3)ccc2O1,0.11
COc1ccc(C[C@@H]2CCc3cnnn3COC[C@H](CC(C)C)NC2=O)cc1,-0.86
OC[C@@H]1[C@H](c2ccc(C#Cc3ccccc3)cc2)[C@H]2CN(CC3CCOCC3)CCCCN12,-4.4*
COc1cccc(C#Cc2ccc([C@H]3[C@H](CO)N4C(=O)CN(C(=O)c5ccccc5)C[C@@H]34)cc2)c1,-2.2
COc1cccc(S(=O)(=O)N2CC[C@@H]3[C@@H](CO)Nc4ccc(C#Cc5cccnc5)cc4[C@@H]32)c1,1.7
C/C=C/c1ccc([C@H]2[C@@H](CO)N(C(=O)C3CCCC3)[C@H]2CNCC)cc1,0.75
COCC(=O)N1CC(=O)N2[C@@H](CO)[C@H](c3ccc(Br)cc3)[C@@H]2C1,0.94
CN(C)CC#Cc1ccc([C@@H]2[C@@H](CO)N3CCCCN(CC4CCOCC4)C[C@@H]23)cc1,2.6
CCN1CC(=O)N2[C@@H](CO)[C@@H](c3ccc(Br)cc3)[C@@H]2C1,0.25
CN1C(=O)c2cc(NC(=O)Nc3ccc(Cl)cc3)ccc2OC[C@@H]2O[C@@H](CC(=O)NCCN3CCCCC3)CC[C@@H]21,-1.8
O=C(Nc1ccc(F)cc1)N1C[C@@H]2N[C@H](C1)C2c1ccc(/C=C/c2ccccc2)cc1 (stereo not given in full),0.82
CC(C)CC#Cc1ccc([C@@H]2[C@@H](CO)N3C(=O)CN(S(=O)(=O)c4cccc(F)c4)C[C@@H]23)cc1,0.12
N#C[C@H]1N[C@H](CO)[C@@H]1c1ccc(C#CC2CCCC2)cc1,5.7
Cc1noc(C)c1NC(=O)N(C)C[C@H]1Oc2cc(C#CCN(C)C)ccc2S(=O)(=O)N([C@H](C)CO)C[C@@H]1C,-0.86
O=C(Nc1ccccc1)N1CCCCN2[C@@H](CO)[C@@H](c3ccc(Br)cc3)[C@@H]2C1,4.9
N#C[C@@H]1[C@@H](c2ccccc2C2=CCCCC2)[C@H](CO)N1C(=O)c1ccccn1,-0.71
Cc1ccccc1S(=O)(=O)N1CCCCN2[C@H](CO)[C@H](c3ccc(-c4cncnc4)cc3)[C@H]2C1,5.4
COc1ccc(-c2cn(CC[C@H]3CC[C@H](NC(=O)c4cnccn4)[C@@H](CO)O3)nn2)cc1,0.21
C[C@@H](O)C#Cc1ccc([C@H]2[C@@H](CO)N3CCCCN(C(=O)c4ccc(F)cc4)C[C@@H]23)cc1,3.3
O=C(CC1CC1)N1CC(=O)N2[C@H](C1)[C@@H](c1ccc(-c3cccnc3)cc1)[C@@H]2CO,-0.0036
CN(C)C(=O)c1cccc(-c2ccc(C3[C@H]4CNC[C@@H]3N4Cc3cc(-c4ccccc4)on3)cc2)c1 (stereo not given in full),2.4&3
CN(C)CC(=O)N[C@@H]1C=C[C@@H](CC(=O)NCc2ccc(Cl)cc2)O[C@H]1CO,0.85
Cc1ccccc1-c1ccc([C@H]2[C@@H](CO)N3CCCCN(S(=O)(=O)Cc4ccccc4)C[C@@H]23)cc1,-1.6
CC(=O)N1[C@H](C(=O)NCc2ccccc2Cl)[C@@H](CO)[C@@H]2Cn3c(ccc(-c4cncnc4)c3=O)[C@@H]21,0.0021
Cn1cnc(CCNC(=O)[C@H]2[C@H](CO)[C@H]3Cn4c(cccc4=O)[C@H]3N2C(=O)Nc2ccccc2)c1,0.23
C/C=C/c1ccc([C@@H]2[C@@H](CN(C(=O)COC)C(C)C)N(C(C)=O)[C@H]2CO)cc1,1.2
CN1CCCCN2[C@H](CO)[C@H](c3ccc(C#Cc4ccccc4F)cc3)[C@@H]2C1,-5.5*
N#C[C@H]1[C@@H](c2ccc(C3=CCCCC3)cc2)[C@@H](CO)N1S(=O)(=O)c1ccccc1,1.1
C[C@@H]1CCn2cc(nn2)COC[C@H](Cc2ccccc2)NC1=O,0.037
Cc1ccc(CN2CC(=O)N3[C@H](CO)[C@@H](c4ccc(-c5cccnc5)cc4)[C@H]3C2)cc1,1.2
O=C(Cc1cccnc1)N1CC(=O)N2[C@@H](CO)[C@H](c3ccc(C4=CCCC4)cc3)[C@@H]2C1,1
O=C(c1ccccc1)N1CC(=O)N2[C@H](C1)[C@H](c1ccc(C#Cc3ccccc3)cc1)[C@@H]2CO,-4.3*
O=C(c1ccccc1)N1CC(=O)N2[C@@H](CO)[C@H](c3ccc(C#CC4CC4)cc3)[C@@H]2C1,4.1
CN(C)C(=O)c1cccc(-c2ccccc2[C@H]2[C@@H](C#N)N(C(=O)C3CCCCC3)[C@@H]2CO)c1,-0.25
C[C@@H]1CN([C@@H](C)CO)C(=O)c2cccc(N(C)C)c2O[C@@H]1CN(C)C(=O)Nc1ccc(F)cc1,0.66
CO[C@H](CN(C)Cc1ccc2c(c1)OCO2)[C@H](C)CN(C(=O)c1ccccc1)[C@H](C)CO,-0.16
O=C(c1cccc(F)c1)N1CC(=O)N2[C@H](C1)[C@@H](c1ccc(-c3ccccc3F)cc1)[C@@H]2CO,-3.9*
CCS(=O)(=O)N1CC(=O)N2[C@H](CO)[C@@H](c3ccc(-c4ccc(C)cc4)cc3)[C@@H]2C1,-2.5
CCS(=O)(=O)N1CCCCN2[C@@H](CO)[C@@H](c3ccc(C#Cc4ccccc4OC)cc3)[C@@H]2C1,-20*
CCC(=O)N1CC(=O)N2[C@@H](CO)[C@H](c3ccc(C#CC4CCCC4)cc3)[C@@H]2C1,2.8
Cc1ccccc1S(=O)(=O)N1CCCCN2[C@H](C1)[C@H](c1ccc(-c3cccnc3)cc1)[C@@H]2CO,4.1
Cc1cccc(-c2ccc([C@@H]3[C@@H](CO)N4CCCCN(C(=O)c5ccncc5)C[C@@H]34)cc2)c1,-3.1*
C[C@H](NC(=O)C[C@H]1C=C[C@H](NS(=O)(=O)c2cccc(F)c2)[C@H](CO)O1)c1ccccc1,3.3
O=C(c1ccncc1)N1CCCCN2[C@H](CO)[C@@H](c3ccc(-c4ccccc4)cc3)[C@H]2C1,1.7
CC=Cc1ccc2n(c1=O)C[C@@H]1[C@@H](CO)[C@H](C(=O)N[C@H](C)c3ccccc3)[C@H]2N1Cc1cncnc1 (mixture of isomers),-0.67
CCCNC(=O)N1CC2(C1)[C@H](c1ccccc1)[C@H](CO)N2C(=O)c1cccnc1,0.64
N#Cc1ccc(-c2ccc([C@H]3[C@@H](CO)N4C(=O)CN(C(=O)C5CCCC5)C[C@H]34)cc2)cc1,1.5
O=C(C[C@H]1C=C[C@H](NC(=O)c2ccncc2)[C@@H](CO)O1)NCC1CC1,2.1
C/C=C/c1ccc([C@@H]2[C@H](CO)N(S(C)(=O)=O)[C@H]2CN(C)C(=O)CC)cc1,4.3
CNC[C@H]1Oc2ccc(NS(=O)(=O)c3ccc(OC)cc3)cc2C(=O)N([C@@H](C)CO)C[C@H]1C,-0.56
CO[C@H]1CC[C@@H]2CCOc3c(C#N)cccc3C(=O)N(C)C[C@@H](OC)[C@@H](C)C(=O)N(C)C[C@@H]1O2,1.2
N#Cc1ccc(-c2ccc([C@H]3[C@H]4CN(C(=O)Nc5ccc(F)cc5)CCCCN4[C@H]3CO)cc2)cc1,0.71
Cc1ccc(-c2ccc([C@@H]3[C@H]4CN(C(=O)Nc5cccc(F)c5)CCCCN4[C@H]3CO)cc2)cc1,5.1
COC(=O)C[C@H]1CC[C@H](N)[C@@H](CO)O1,-0.37
Cc1ccccc1-c1ccc([C@H]2[C@H]3CN(S(=O)(=O)c4ccc(F)cc4)CCCCN3[C@H]2CO)cc1,0.37
O=C(C[C@@H]1C[C@@H]2c3cc(NC(=O)C4CCOCC4)ccc3O[C@@H]2[C@H](CO)O1)NCc1cccnc1,-0.84
CCC(=O)N1CCCCN2[C@H](C1)[C@@H](c1ccc(-c3cccc(C(=O)N(C)C)c3)cc1)[C@@H]2CO,2

# The last 3 entries of the part above are carried over, then new ones follow:
SMILES,IDE exosite FP
Cc1ccccc1-c1ccc([C@H]2[C@H]3CN(S(=O)(=O)c4ccc(F)cc4)CCCCN3[C@H]2CO)cc1,0.37
O=C(C[C@@H]1C[C@@H]2c3cc(NC(=O)C4CCOCC4)ccc3O[C@@H]2[C@H](CO)O1)NCc1cccnc1,-0.84
CCC(=O)N1CCCCN2[C@H](C1)[C@@H](c1ccc(-c3cccc(C(=O)N(C)C)c3)cc1)[C@@H]2CO,2
CS(=O)(=O)N1CCCCN2[C@H](CO)[C@@H](c3ccc(Br)cc3)[C@H]2C1,2.4
Cc1noc(C)c1S(=O)(=O)N(C)C[C@H]1OCc2ccccc2-c2c(n(C)c3ccccc23)C(=O)N([C@@H](C)CO)C[C@@H]1C,0.7
CCC(=O)N1CC(=O)N2[C@H](CO)[C@@H](c3ccc(C#Cc4cccc(F)c4)cc3)[C@H]2C1,2.6
CCCNC(=O)N1CC(=O)N2[C@H](CO)[C@H](c3ccc(-c4ccc(F)cc4)cc3)[C@@H]2C1,0.28
CC(C)NC(=O)NC[C@H]1[C@H](c2ccccc2)[C@H](CO)N1C(=O)c1ccccc1,5
N#Cc1cccc(-c2ccc([C@@H]3[C@H](CO)N4CCCCN(C(=O)Nc5ccc(F)cc5)C[C@@H]34)cc2)c1,2.4
CCN(C[C@@H]1[C@@H](c2ccccc2)[C@@H](CO)N1C(=O)C1CC1)C(=O)NC1CCCC1,1.5
CS(=O)(=O)N1CC(=O)N2[C@H](CO)[C@H](c3ccc(C#CC4CCCC4)cc3)[C@H]2C1,1.2
CO[C@H]1CN(C)C(=O)c2ccc(NC(=O)Nc3c(C)noc3C)cc2OC[C@@H](C)N(CCC(F)(F)F)C[C@@H]1C,0.7
CCS(=O)(=O)N1[C@H](C#N)[C@H](c2ccc(C#Cc3ccccc3F)cc2)[C@@H]1CO,0.48
CN1CCN(C(=O)C[C@@H]2C[C@H]3c4cc(NS(C)(=O)=O)ccc4O[C@H]3[C@H](CO)O2)CC1,0.78
COc1cccc(CNC(=O)C[C@H]2CC[C@@H]3[C@H](COc4ccc(NS(=O)(=O)c5ccccc5F)cc4C(=O)N3C)O2)c1,0.74
Cc1noc(C)c1NC(=O)N(C)C[C@@H]1Oc2ccc(NC(=O)CCCN(C)C)cc2C(=O)N([C@@H](C)CO)C[C@H]1C,1.4
Cc1ccccc1-c1ccc([C@@H]2[C@@H](CO)N3CCCCN(C(=O)Nc4ccc(F)cc4)C[C@H]23)cc1,1.8
O=C(O)[C@@H]1[C@@H](CO)[C@@H]2Cn3c(ccc(-c4cccc(F)c4)c3=O)[C@@H]2N1C(=O)c1ccccn1,0.53
COc1cccc(CN2CCCCN3[C@H](CO)[C@@H](c4ccc(C#Cc5cccnc5)cc4)[C@H]3C2)c1,1.5
N#C[C@H]1[C@@H](c2ccccc2)[C@@H](CO)N1C(=O)c1cc(Cl)cc(Cl)c1,1.2
C[C@H](CO)N1C[C@H](C)[C@H](CN(C)Cc2cccnc2)Oc2ncc(-c3ccc(C#N)cc3)cc2C1=O,0.17
C[C@H](CO)N1C[C@H](C)[C@@H](CN(C)S(C)(=O)=O)Oc2ccc(NC(=O)Nc3ccc(F)cc3)cc2CC1=O,0.55
COc1ccccc1NC(=O)N1CCCCN2[C@H](C1)[C@H](c1ccc(-c3cccc(F)c3)cc1)[C@@H]2CO,4.6

# Shown with bars between the fields: entries from further up.
SMILES | IDE exosite FP
Cc1ccccc1-c1ccc([C@@H]2[C@@H](CO)N3CCCCN(C(=O)Nc4ccc(F)cc4)C[C@H]23)cc1 | 1.8
O=C(O)[C@@H]1[C@@H](CO)[C@@H]2Cn3c(ccc(-c4cccc(F)c4)c3=O)[C@@H]2N1C(=O)c1ccccn1 | 0.53
COc1cccc(CN2CCCCN3[C@H](CO)[C@@H](c4ccc(C#Cc5cccnc5)cc4)[C@H]3C2)c1 | 1.5
N#C[C@H]1[C@@H](c2ccccc2)[C@@H](CO)N1C(=O)c1cc(Cl)cc(Cl)c1 | 1.2
C[C@H](CO)N1C[C@H](C)[C@H](CN(C)Cc2cccnc2)Oc2ncc(-c3ccc(C#N)cc3)cc2C1=O | 0.17

# Remaining list, next part:
SMILES,IDE exosite FP
Cc1ccccc1-c1ccc([C@H]2[C@H]3CN(C(=O)c4cccnc4)CC(=O)N3[C@H]2CO)cc1,-2
N#C[C@@H]1[C@@H](c2ccccc2-c2ccccc2)[C@H](CO)N1C(=O)Cc1ccccc1,1.4
COCCNC(=O)C[C@H]1C[C@@H]2c3cc(NC(=O)CN(C)C)ccc3O[C@@H]2[C@@H](CO)O1,0.72
O=C1CCCCn2nncc2COC[C@H](Cc2ccccc2)N1,-0.91
C/C=C/c1cnc2c(c1)C(=O)N([C@H](C)CO)C[C@@H](C)[C@H](CN(C)C(=O)Nc1cccc(OC)c1)O2,0.31
CC(C)CC#Cc1ccc([C@H]2[C@H](CO)N3C(=O)CN(C(=O)Nc4ccc(F)cc4)C[C@@H]23)cc1,3.8
CN(C)C(=O)c1cccc(-c2ccc([C@H]3[C@@H](CO)N4CCCCN(Cc5cccnc5)C[C@H]34)cc2)c1,0.12
O=C(c1ccccc1)N1CC(=O)N2[C@H](C1)[C@H](c1ccc(/C=C/c3ccccc3)cc1)[C@@H]2CO,-2.2
CCC(=O)Nc1ccc2c(c1)OC[C@@H](C)N(Cc1ccccc1)C[C@H](C)[C@H](OC)CN(C)C2=O,1.6
CCN(C[C@@H]1N[C@@H](CO)[C@@H]1c1ccc(-c2cccc(C#N)c2)cc1)C(=O)COC,2.7
COc1ccc2c3c([nH]c2c1)[C@@H](CO)N(C(C)=O)CC31CN(C(=O)CN2CCOCC2)C1,-1.6
